# NPY Y1 blocker: blocks the human neuropeptide Y Y1 receptor; AID 1040; 200,000 compounds, 1% hits; P25929; inhibition, % at 3.6 µM; HEK293-CNG Y1 cells, membrane potential fluorescence; NPY at EC95, then isoproterenol;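 active = inhibition above the campaign mean inhibition of all tested compounds plus 3 SD, cut at about 20% in these data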;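 also: 0% = DMSO wells given NPY plus isoproterenol and 100% = isoproterenol alone without NPY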
# Target sequence (P25929 whole entry, looked up): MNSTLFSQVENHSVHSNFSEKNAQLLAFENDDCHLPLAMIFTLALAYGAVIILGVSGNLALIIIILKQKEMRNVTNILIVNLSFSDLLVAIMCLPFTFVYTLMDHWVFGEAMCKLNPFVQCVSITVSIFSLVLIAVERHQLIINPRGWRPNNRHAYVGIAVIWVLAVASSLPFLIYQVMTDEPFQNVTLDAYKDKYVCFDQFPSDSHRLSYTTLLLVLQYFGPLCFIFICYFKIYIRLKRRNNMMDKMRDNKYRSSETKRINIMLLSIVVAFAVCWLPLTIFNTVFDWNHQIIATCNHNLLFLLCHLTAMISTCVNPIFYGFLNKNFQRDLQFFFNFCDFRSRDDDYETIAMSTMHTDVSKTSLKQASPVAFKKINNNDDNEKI
#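 material = HEK293 cells with Y1 receptor plus CNG channel | also added = NPY 25 nM then isoproterenol 1 µM plus Ro 20-1724 25 µM | schedule = dye 3 h, compound 60 min room temperature, stimulation 45 min | measured by = membrane potential fluorescence | benchmarks = high control isoproterenol alone, low control NPY with isoproterenol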
# S1P4 antagonist: blocks the human S1P4 receptor; O95977; 220,000 compounds, 0.26% hits; S1P4-expressing cells, antagonist mode, reporter read-out; inhibition, % at 4.98 µM; in the data active = inhibition above about 29%;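 also: 0% = wells stimulated with agonist and 100% = vehicle wells without agonist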
# Target sequence (O95977 whole entry, looked up): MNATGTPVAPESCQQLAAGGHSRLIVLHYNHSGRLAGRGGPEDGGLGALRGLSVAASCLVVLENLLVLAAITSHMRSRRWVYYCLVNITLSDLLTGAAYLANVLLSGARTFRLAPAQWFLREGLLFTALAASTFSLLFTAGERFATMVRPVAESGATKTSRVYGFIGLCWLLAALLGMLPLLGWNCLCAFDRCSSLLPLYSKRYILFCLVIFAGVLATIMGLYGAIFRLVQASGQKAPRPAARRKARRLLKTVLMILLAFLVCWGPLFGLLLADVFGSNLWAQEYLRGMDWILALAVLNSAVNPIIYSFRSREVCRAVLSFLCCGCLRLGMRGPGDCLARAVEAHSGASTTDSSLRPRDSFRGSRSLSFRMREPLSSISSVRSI
# S1P4 agonist: human S1P4 receptor agonism. O95977. S1P4-expressing cell line, agonist reporter assay. activation, % at 4.98 µM. 220,000 compounds, 0.35% hits. AID 1509; in the data active = activation above about 11%;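 also: 0% = DMSO vehicle and 100% = reference agonist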
# NCF1 inh: p47phox (human) inhibition | 220,000 compounds, 0.53% hits | p47phox/p22phox peptide binding, fluorescence polarization, 2 h | inhibition, % at 24.7 µM | P14598;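 active = inhibition above about 30%, limit read from the data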;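 also: 0% = p47phox with labelled peptide and 100% = labelled peptide alone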
# NPY-Y2 PAM-ag: potentiators or agonists of human neuropeptide Y receptor Y2 | cells expressing NPY-Y2, potentiator/agonist read-out | activation, % at 3.6 µM | 220,000 compounds, 0.45% hits | AID 1359; in the data active = activation above about 27%;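 also: cells stimulated with NPY near EC25 plus isoproterenol at EC100; 0% = vehicle plus submaximal agonist and 100% = vehicle plus saturating agonist; some results beyond the cut were filed as inactive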
# CHOP inh: inhibitors of CHOP induction in ER stress response; CHO-K1 CHOP-promoter luciferase, tunicamycin-induced, 15-18 h; inhibition, % at 10 µM; 220,000 compounds, 3.8% hits;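 active = compounds that reduced the stress-induced luciferase reporter signal by more than about 70% of percent inhibition, limit read from the data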;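 also: 0% = tunicamycin plus vehicle and 100% = wells without tunicamycin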
# BaF3 parental: counter-screen for JAK2V617F inhibitors: parental Ba/F3 viability inhibitors. CellTiter-Glo ATP luminescence. 220,000 compounds, 1.1% hits. inhibition, % at 5.6 µM;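 active = inhibition above a per-campaign cutoff, the mean inhibition of all tested compounds plus 3 SD, cut at about 27% in these data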;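 also: 0% = DMSO wells and 100% = JAK Inhibitor I control wells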
# Ba/F3 V617F tox: reduce viability of Ba/F3 cells dependent on JAK2V617F; inhibition, % at 5.6 µM; 220,000 compounds, 1.1% hits; Ba/F3 EpoR-JAK2V617F viability, ATP luminescence;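 active = inhibition above the campaign mean plus 3 SD over all tested compounds, cut at about 24% in these data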;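 also: cytokine-independent growth of Ba/F3 cells driven by EpoR plus mutant JAK2; 0% = DMSO-treated cells and 100% = JAK inhibitor I control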
# NPY1 pot ag: potentiators or agonists of human neuropeptide Y receptor Y1 | NPY-Y1 expressing cells, potentiator/agonist activation | 220,000 compounds, 0.37% hits | P25929 | activation, % at 3.6 µM; in the data active = activation above about 33%, passing the limit was not always enough;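 also: cells stimulated with NPY at EC10 then isoproterenol at EC100; 0% = low agonist plus stimulus and 100% = saturating agonist plus stimulus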
# * hit, by the source's call; · = no result given.
SMILES,NPY Y1 blocker,S1P4 antagonist,S1P4 agonist,NCF1 inh,NPY-Y2 PAM-ag,CHOP inh,BaF3 parental,Ba/F3 V617F tox,NPY1 pot ag
O=C(Cn1c(=O)c2c(ncn2Cc2ccccc2)n(Cc2ccccc2)c1=O)NC1CC1,5,-4,1.2,-10,4,-3,1,0,7
CC(C)c1cc(C(=O)NNC(=S)NCc2ccco2)c(O)c(C(C)C)c1,-3,-5,0.8,-9,6,13,-2,-1,14
CCOc1ccc(CN2CCN(Cc3nc(C(C)C)cs3)CC2CCO)cc1 (centres undefined),6,-16,-1.0,-1,-10,-5,10,4,10
O/N=C(\c1ccc(Cl)cc1)c1ncc(C(F)(F)F)cc1Cl,4,10,-2.8,-17,5,68,2,-2,7
CCn1c(SCc2nc3sc(C(=O)O)c(C)c3c(=O)[nH]2)nnc1-c1ccc(Cl)cc1,-3,-15,0.6,-11,-12,5,6,0,-10
Cc1ccc(/C=C2/C(=O)ON=C2c2ccccc2)o1,·,-3,0.3,-23,7,-36,-4,-1,11
CC1CC(O)C(C)CN1 (centres undefined),·,-1,-1.0,-4,-14,22,-2,-2,-3
Cc1nnc(NC2(C(F)(F)F)C(=O)Nc3c2c(=O)n(C)c(=O)n3C)s1 (centres undefined),17,-6,-0.7,-7,12,3,3,-3,-8
Cc1ccccc1-c1n[nH]c(=S)o1,11,-10,-1.1,-30,-22,23,-2,3,-18
C=CCn1c(CCCOc2ccc(Cl)cc2Cl)nnc1SCC(=O)Nc1nccs1,-1,12,-0.2,-17,12,55,4,-3,-19
Clc1ccc(CN2CCN(/N=C/c3cccnc3)CC2)cc1,7,4,1.9,-2,-3,62,4,1,3
CC(C)CCNCC(O)CON=C1c2ccccc2-c2ccccc21 (centres undefined),2,1,-1.0,-16,45*,2,5,1,45*
CCCC(=O)N(CCN(C(=O)CCC)c1ccccc1)c1ccccc1,13,-2,-0.1,-3,0,-5,5,2,-14
O=S(=O)(NCCSc1ccccn1)c1ccc(Br)cc1,8,-8,2.3,-9,-4,5,3,-5,-6
NNC(=O)CS(=O)(=O)CS(=O)(=O)CC(=O)NN,·,-8,1.1,-9,19,0,2,-2,19
CC(NC(=O)C1CCCCC1)c1ccc2c(c1)OCCO2 (centres undefined),-1,-5,1.8,-6,7,12,3,3,-11
O=C(c1cc(COc2ccc(F)cc2F)on1)N1CCCC(c2ccccc2)C1 (centres undefined),5,-18,0.5,-7,-2,53,4,0,-18
Cc1ccc(NC(=O)COC(=O)C2CC2C)c(S(=O)(=O)N2CCCCC2)c1 (centres undefined),0,-20,0.0,-4,4,-2,2,4,17
FCCCOc1ccc(-c2nccc(-c3ccc(F)cc3)n2)cc1,6,-8,-1.1,-10,-20,51,-1,-1,-71
COc1ccc(C(=O)/C=C/Nc2c(C)n(C)n(-c3ccccc3)c2=O)c(OC)c1,-7,11,-1.0,1,0,33,3,-2,7
CC(C)OC(=O)Cn1cnc2ccc(Br)cc2c1=O,2,0,0.0,2,9,38,-2,-2,16
COc1nnc(-c2ccc(N3CCOCC3)c(NC(=O)c3ccccc3)c2)c2ccccc12,5,5,0.3,2,6,86*,1,-2,-34
Cn1c(Cl)c(/C=N/OC(=O)c2ccccc2Cl)c2ccccc21,9,-10,1.3,-15,-30,66,7,-1,-60
C/C(=N\NC(=O)c1ccc(COc2ccccc2)cc1)c1ccncc1,0,-9,2.1,·,-19,-18,9,3,7
O=S(=O)(c1ccc(F)cc1)N1CCC(N2CCCC2)CC1,0,3,-0.2,-25,5,-16,8,-1,-8

# Going on with the list:
SMILES,NPY Y1 blocker,S1P4 antagonist,S1P4 agonist,NCF1 inh,NPY-Y2 PAM-ag,CHOP inh,BaF3 parental,Ba/F3 V617F tox,NPY1 pot ag
C/C(=N\NC(=O)CN1CCN(Cc2ccccc2)CC1)c1cccs1,·,1,-0.4,-1,-13,0,1,-7,10
CCN(CC)S(=O)(=O)c1ccc(NC(=O)C2CCCO2)cc1 (centres undefined),0,-10,0.7,-12,2,-16,7,-1,6
O=S(=O)(Nc1ccc2c(c1)OCCO2)c1ccc(F)cc1,-5,9,-2.8,-6,7,9,3,1,18
Cc1ccc(CSCCC(=O)NCCc2ccc(Cl)cc2)cc1,9,-15,-0.7,-3,-3,49,-2,-4,-4
O=S(=O)(NCc1cccnc1)c1cccc2cccnc12,4,-15,-0.7,-11,-5,-5,3,2,-25
Cc1sc2nc(C(C)Nc3ccccc3N3CCOCC3)[nH]c(=O)c2c1C (centres undefined),-4,5,-2.2,-76,6,75*,5,-5,-2
Cc1nnc(SCC(=O)Nc2ncc(Cc3ccc(F)cc3)s2)n1N,3,-4,-1.6,-3,-8,4,7,2,-1
CC1S/C(=N/N=C/c2cccs2)NC1=O (centres undefined),1,-14,-2.2,-9,12,3,3,-2,5
CCS(=O)(=O)Nc1cccc(-c2nc3cccnc3s2)c1C,0,-24,-2.9,-12,6,-18,1,-2,1
Cn1c(=O)n(Cc2ccccc2)c(=O)c2c1nc1n2CCCN1CCc1ccccc1,-3,-6,2.8,-12,-22,42,7,2,-27
COc1ccc(S(=O)(=O)Nc2nnc(CC(C)(C)C)s2)cc1,5,-19,1.6,-4,4,27,-2,-6,8
Cc1nc(C)c(C(=O)C2=C(O)C(=O)N(CCCn3ccnc3)C2c2ccccc2)s1 (centres undefined),-1,6,0.5,-8,4,-17,3,1,-8
CCc1ccc(S(=O)(=O)Nc2cc(SCC(=O)O)c(O)c3ccccc23)cc1,0,4,0.0,-2,-3,-22,6,-2,1
Cc1cc(C(=O)NCCCc2ccccc2)no1,-5,12,0.4,-13,9,35,3,-2,-15
COc1ccc(NC2=CC(=O)CC(c3ccc(C)cc3)C2)c(OC)c1 (centres undefined),-3,-8,2.2,·,-2,·,0,-2,-6
CC1Cc2ccccc2N1C(=O)C1CCN(S(=O)(=O)c2cccs2)CC1 (centres undefined),-2,-4,-0.3,1,-8,19,15,-1,8
Cc1nn(C)cc1CNC(=O)c1cnn2c1NC(c1ccc(Br)cc1)CC2C(F)(F)F (centres undefined),2,-23,0.4,-9,-7,11,3,-3,-6
Cc1c(C(=O)Nc2ccc(F)cc2)oc2ccc(S(=O)(=O)N3CCC4(CC3)OCCO4)cc12,2,10,1.3,0,15,71*,5,1,11
Cc1noc(C)c1C(=O)N1CCN(Cc2ccccc2)CC1,3,-3,-1.9,10,8,-13,1,-1,-13
c1ccc(COc2ccc(OCCN3CCCCC3)cc2)cc1,8,-9,1.0,-7,-15,-17,4,-2,-19
Nc1n[nH]c2c1C1(CCCC1)Cc1ccccc1-2,1,-2,3.0,-7,14,60,6,3,25
O=C1CCCC2=C1C(c1cccs1)n1nc(SCc3ccccc3)nc1N2 (centres undefined),-4,-2,0.3,-14,2,24,8,2,-2
Cc1cc(NS(=O)(=O)c2ccc(NC(=O)NC(C)(C(F)(F)F)C(F)(F)F)cc2)no1,1,3,0.1,-3,0,0,0,0,-7
Cc1ccnc(NC(=O)Cc2ccc([N+](=O)[O-])cc2)c1,8,-1,0.2,0,-8,53,6,-1,-3
Cc1cccc2sc(NC(=O)C3CCCO3)nc12 (centres undefined),-7,-28,1.3,-10,10,3,2,-1,-7

# (further entries)
SMILES,NPY Y1 blocker,S1P4 antagonist,S1P4 agonist,NCF1 inh,NPY-Y2 PAM-ag,CHOP inh,BaF3 parental,Ba/F3 V617F tox,NPY1 pot ag
O=C(Nc1c(C(=O)Nc2ccccc2)cnn1-c1ccccc1)c1ccco1,0,-5,0.2,-16,-7,-3,6,0,-25
O=S(=O)(c1cc(-c2nnc(-c3ccc(Br)cc3)o2)ccc1Br)N1CCCCCC1,7,-17,-0.5,-9,-11,12,-3,-4,-27
COc1cccc(SCc2noc(C(=O)NCC3CCCO3)c2C(=O)O)c1 (centres undefined),16,7,-0.8,-18,-31,-7,2,-2,-33
CCOC(=O)C(=O)N1CCN(c2cc3c(cc2[N+](=O)[O-])n(C)c(=O)n3C)CC1,1,11,0.6,7,-6,2,5,-2,2
COc1ccccc1OCCNC(=O)C(=O)c1c[nH]c2ccccc12,·,5,-1.5,-18,-17,6,0,-3,-3
CCOC(=O)c1cccc(NC(=O)CSc2nnnn2CC)c1,3,-15,1.7,-16,-4,38,3,-2,-18
C/C(CC1CC(COCCC(C)C)OC1=O)=N\NC(N)=S (centres undefined),-4,-24,4.0,-15,15,51,4,-3,17
Cc1cc([N+](=O)[O-])cc2ncccc12,8,11,1.7,-10,-22,10,4,0,-1
O=C(CC1(O)C(=O)N(CCc2ccccc2)c2ccccc21)c1ccccn1 (centres undefined),6,-18,1.8,4,-1,23,6,1,2
Cc1ccccc1-n1c(N)cc(=O)[nH]c1=S,-3,-21,4.0,-16,10,12,-2,-3,-9
CCOC(=O)C1CCC(CNCc2ccccc2C)CC1 (centres undefined),0,1,0.6,-13,-5,31,6,-1,9
Cc1ccc2cc(CCNC(=O)c3cccs3)c(=O)[nH]c2c1,-2,-2,2.6,-5,4,-3,4,-2,-12
COc1ccccc1S(=O)(=O)Cc1ccc(C(=O)N2CCOCC2)o1,0,-11,-0.6,-10,-1,11,2,-3,8
COc1cccc(NC(=O)N(Cc2cc3cc(C)cc(C)c3[nH]c2=O)CC2COCCO2)c1 (centres undefined),-3,-16,-0.6,-13,3,-6,2,-4,-3
COc1ccc(-c2cc(C(=O)NCCCn3ccnc3)no2)cc1OC,2,9,-1.4,-5,-8,1,2,0,4
COc1ccc(C(=O)/C=C/c2ccc(F)cc2)c(OC(=O)c2ccc([N+](=O)[O-])cc2)c1,-1,7,0.6,-3,-22,29,5,-3,-4
CCn1cc(Br)c(C(=O)NCc2ccco2)n1,5,-12,-0.2,-11,-1,-41,-1,-2,-14
CCOC(=O)C1=C(C)NC(C)=C(C(=O)OCC)C1c1cc2ccc(C)cc2[nH]c1=O,4,14,1.1,-14,5,23,10,6,7
CCOC(=O)C1=C(C)OC(N)=C(C#N)C1c1cc(C)sc1C (centres undefined),-5,-5,0.2,-12,18,17,-1,-4,-7
O=C1C2C3C=CC(C3)C2C(=O)N1c1n[nH]c(-c2ccccc2)n1 (centres undefined),3,-10,0.1,-8,2,-4,4,-2,29
COc1ccc(/C(C)=N\Nc2nc(-c3ccc(Cl)cc3)cc(C(F)(F)F)n2)cc1OC,1,-9,-0.3,1,2,1,4,-1,-3
COc1ccc2c3c1OC1CC(O)C=CC31CCN(C)C2 (centres undefined),·,3,1.2,-5,-7,15,4,-1,-26
C/C(N)=C(/C#N)C(=O)COC(=O)c1oc2ccccc2c1COC(C)C,-3,6,0.7,-9,1,24,0,-1,-5
O=C(CNC(=O)C(c1ccccc1)c1ccccc1)N/N=C\c1ccc2c(c1)OCO2,3,-7,-3.5,6,-9,-18,2,-2,-23
CCC(Sc1ncccc1C(=O)OC(C)C)C(=O)NCc1ccco1 (centres undefined),0,-1,1.0,-8,-2,24,5,0,-8

# Quoted at random: six entries already listed.
SMILES,NPY Y1 blocker,S1P4 antagonist,S1P4 agonist,NCF1 inh,NPY-Y2 PAM-ag,CHOP inh,BaF3 parental,Ba/F3 V617F tox,NPY1 pot ag
COc1ccc(-c2cc(C(=O)NCCCn3ccnc3)no2)cc1OC,2,9,-1.4,-5,-8,1,2,0,4
COc1ccc(C(=O)/C=C/c2ccc(F)cc2)c(OC(=O)c2ccc([N+](=O)[O-])cc2)c1,-1,7,0.6,-3,-22,29,5,-3,-4
O=C(Nc1c(C(=O)Nc2ccccc2)cnn1-c1ccccc1)c1ccco1,0,-5,0.2,-16,-7,-3,6,0,-25
CCOC(=O)C1CCC(CNCc2ccccc2C)CC1 (centres undefined),0,1,0.6,-13,-5,31,6,-1,9
CCOC(=O)C1=C(C)OC(N)=C(C#N)C1c1cc(C)sc1C (centres undefined),-5,-5,0.2,-12,18,17,-1,-4,-7
CCOC(=O)c1cccc(NC(=O)CSc2nnnn2CC)c1,3,-15,1.7,-16,-4,38,3,-2,-18
